Compound activity deposited in PubChem by several laboratories.
PPARg SRC3 recr: PPARgamma-driven SRC-3 recruitment agonism. P37231. activation, % at 8 µM. biochemical PPARgamma/SRC-3 coactivator recruitment assay. 0.26% of 200,000 active; in the data active = activation above about 23%;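 note: 0% = DMSO and 100% = reference agonist; some compounds past the cut are filed as inactive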
Target sequence (P37231 whole entry, looked up): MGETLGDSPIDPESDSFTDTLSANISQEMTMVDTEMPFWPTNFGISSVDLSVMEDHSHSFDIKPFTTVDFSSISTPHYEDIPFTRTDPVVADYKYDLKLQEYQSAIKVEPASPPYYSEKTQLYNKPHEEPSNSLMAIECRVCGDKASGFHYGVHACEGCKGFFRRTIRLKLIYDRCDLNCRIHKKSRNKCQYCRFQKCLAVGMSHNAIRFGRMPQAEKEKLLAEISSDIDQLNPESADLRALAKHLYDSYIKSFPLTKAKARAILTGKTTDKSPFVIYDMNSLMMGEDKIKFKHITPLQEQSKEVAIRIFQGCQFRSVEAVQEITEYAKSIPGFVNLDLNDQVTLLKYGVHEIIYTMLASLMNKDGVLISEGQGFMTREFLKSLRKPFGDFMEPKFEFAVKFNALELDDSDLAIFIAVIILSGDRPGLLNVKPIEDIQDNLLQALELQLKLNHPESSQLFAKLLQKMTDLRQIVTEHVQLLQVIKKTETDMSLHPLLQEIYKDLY
bIAP inhibitor: blocks bovine intestinal alkaline phosphatase activity. AID 1019. inhibition, % at 20 µM. purified bovine IAP, CDP-star luminescence, 30 min. 190,000 tested, under 10 active;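 active = over 50% inhibition of intestinal alkaline phosphatase at 20 µM in the single-dose screen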
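test system = bovine IAP enzyme | medium = DEA buffer 100 mM, pH 9.8, with MgCl2 1.0 mM, ZnCl2 0.02 mM | detection = luminescence | dosing = single compound dose of 20 µM, 2% DMSO final | incubation = 30 min reaction at room temperature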
PPARg SRC-1 ag: promotes SRC-1 coactivator recruitment by human PPARgamma; P37231; PPARgamma-SRC-1 coactivator recruitment biochemical assay; activation, % at 8 µM; 0.41% of 200,000 active; AID 631; in the data active = activation above about 19%;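 note: 0% = DMSO and 100% = reference agonist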
L major viab: reduces viability of Leishmania major promastigotes; resazurin fluorescence viability; inhibition, % at 10 µM; 9% of 200,000 active; AID 1063; in the data active = inhibition above about 50%;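 note: promastigotes grown with compound for 44 hours at 28 °C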
PPARg SRC2 recr: agonists of SRC-2 recruitment by human PPARgamma | AID 1032 | PPARgamma LBD-SRC-2 recruitment, biochemical | 0.34% of 200,000 active | activation, % at 8 µM; in the data active = activation above about 22%;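 note: 0% = vehicle and 100% = reference agonist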
S1P3 antag: blocks the human S1P3 receptor | Q99500 | inhibition, % at 4.98 µM | CHO S1P3 NFAT-BLA reporter, FRET fluorescence, antagonist mode | AID 485 | 0.27% of 170,000 active;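 active = inhibition above the plate cutoff, the mean inhibition of test wells on that plate plus 3 SD, cut at about 28% in these data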;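 note: cells challenged with S1P at its EC80 of 0.8 µM; blue over green emission ratio from cleaved BLA substrate after 4 h stimulation; 0% = S1P-stimulated wells and 100% = unstimulated DMSO-only wells; some compounds past the cut are filed as inactive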
RAM inhibit: inhibitors of the yeast RAM network; S. cerevisiae dse1pr::URA3 reporter, 5-FOA growth OD615, 2 d; analog-sensitive cbk1-as2 kinase mutant strain; inhibition, % at 50 µM; 1.8% of 190,000 active; AID 868;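 active = inhibition above a set limit, 3 SD over mean compound inhibition, cut at about 8.4% in these data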;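 note: 0% = DMSO-only wells with no growth and 100% = 10 µM 1-NA-PP1 full growth; inhibition rescues growth on 5-FOA so higher OD means more RAM inhibition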
TR-FRET SRC-2 ct: counter-screen for PPARgamma SRC-2 recruitment agonists: TR-FRET artefact. active compounds read high. TR-FRET ratio at 8 µM. 0.4% of 200,000 active. AID 1049; in the data active = TR-FRET ratio above about 2000; note: inactives centre near 1500
Redox H2O2 prof: compounds producing H2O2 with reducing agent – biochemical, NIH compound library profiling, artefact control for MLSCN library redox annotation, primary screen; DTT-dependent redox cycling H2O2, phenol red/HRP absorbance; 100% = 100 µM peroxide control, 0% = buffer; activation, % at 10 µM; 0.03% of 200,000 active; AID 878;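 active = activation of at least 50% relative to the plate's high and low controls in the primary single-dose screen; inactive = activation below 50%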;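 note: compound incubated with DTT at 0.8 mM final as the reducing agent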
ROMK mod: human ROMK K+ channel modulation, primary screen | P48048 | Tet-inducible ROMK, thallium flux fluorescence; actives lie on both sides | B-score at 10 µM | 2% of 130,000 active;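 active = signal ratio slope over the read window, or its plate-corrected B-score, at least 3 SD from the plate mean, either direction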;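 note: B-score of the F/F0 ratio slope over 7 to 12 s after thallium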
Target sequence (P48048 whole entry, looked up): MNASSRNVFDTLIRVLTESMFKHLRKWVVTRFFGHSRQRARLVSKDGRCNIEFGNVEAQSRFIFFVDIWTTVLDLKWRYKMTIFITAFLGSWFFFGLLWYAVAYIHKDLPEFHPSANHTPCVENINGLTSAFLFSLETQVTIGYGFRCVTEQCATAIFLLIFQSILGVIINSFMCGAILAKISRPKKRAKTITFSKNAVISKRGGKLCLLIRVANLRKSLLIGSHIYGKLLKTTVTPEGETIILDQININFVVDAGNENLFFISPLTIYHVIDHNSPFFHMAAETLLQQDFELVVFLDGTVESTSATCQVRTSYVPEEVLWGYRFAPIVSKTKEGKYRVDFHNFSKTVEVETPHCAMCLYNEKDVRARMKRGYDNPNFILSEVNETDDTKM
HMGR II inh: blocks class II HMG-CoA reductase of Enterococcus faecalis | AID 1066 | 0.41% of 190,000 active | purified E. faecalis HMGR, NADPH absorbance 340 nm kinetic | inhibition, % at 10 µM;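 active = inhibition above a set limit, the median over all tested compounds plus 3 SD, cut at about 9.5% in these data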;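 note: enzyme runs in reverse so mevalonate oxidation gives rising NADPH absorbance; 0% = complete reaction with DMSO and 100% = background rate lacking mevalonate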
An asterisk follows results filed as active; / = no result given.

Sample of the layout (3 entries):
The line under a structure holds: Redox H2O2 prof, ROMK mod, PPARg SRC-1 ag, L major viab, HMGR II inh, TR-FRET SRC-2 ct, PPARg SRC3 recr, RAM inhibit, bIAP inhibitor, S1P3 antag, PPARg SRC2 recr
1. CC(NS(=O)(=O)c1ccc2c(c1)OCCO2)c1ccccc1 (centres undefined)
    0.2, 0.716, 3.0, 0.2, -0.1, 1549, -0.4, 1.2, 1.4, 4.1, 0.3
2. Cc1cc(C)cc(NC(=O)COC(=O)CCc2ccc(S(=O)(=O)N3CCOCC3)cc2)c1
    -0.5, -0.0369, 5.9, 0.7, 0.0, 1507, -3.4, 5.8, -1.9, 2.4, -2.4
3. CNc1nc(Sc2ccc(C)cc2)cc(C(F)(F)F)n1
    -11.7, /, 2.3, -0.4, -5.7, 1481, 0.0, 1.1, -1.7, /, 7.0

This part in full (from the top)
The line under a structure holds: Redox H2O2 prof, ROMK mod, PPARg SRC-1 ag, L major viab, HMGR II inh, TR-FRET SRC-2 ct, PPARg SRC3 recr, RAM inhibit, bIAP inhibitor, S1P3 antag, PPARg SRC2 recr
1. CC(NS(=O)(=O)c1ccc2c(c1)OCCO2)c1ccccc1 (centres undefined)
    0.2, 0.716, 3.0, 0.2, -0.1, 1549, -0.4, 1.2, 1.4, 4.1, 0.3
2. Cc1cc(C)cc(NC(=O)COC(=O)CCc2ccc(S(=O)(=O)N3CCOCC3)cc2)c1
    -0.5, -0.0369, 5.9, 0.7, 0.0, 1507, -3.4, 5.8, -1.9, 2.4, -2.4
3. CNc1nc(Sc2ccc(C)cc2)cc(C(F)(F)F)n1
    -11.7, /, 2.3, -0.4, -5.7, 1481, 0.0, 1.1, -1.7, /, 7.0
4. COc1ccc(C2CC(c3ccccc3)Nc3nc(NC(=O)c4cccs4)nn32)cc1 (centres undefined)
    1.2, /, 0.6, 5.7, 2.3, 1490, 8.2, 1.5, 1.6, -17.2, -5.4
5. O=C(Cn1cnc2c(nnn2-c2ccccc2)c1=O)NCC1CCCO1 (centres undefined)
    -0.7, /, 2.9, -3.8, -5.3, 1526, 1.2, 2.5, 7.8, -19.0, 0.0
6. CCN(CC)S(=O)(=O)c1ccc(C(=O)NC2=C(C(=O)OC)SCC2)cc1
    -0.2, /, 1.4, 3.8, -3.3, 1585, -3.0, 4.3, 10.0, -18.0, 2.4
7. Cc1ccc(Oc2ncccc2/C=N/O)cc1
    0.6, /, 6.1, -2.2, -6.0, 1334, 6.1, 2.9, 11.3, /, 5.4
8. N#CC1=C(S)N=C(N)C(c2nc(-c3ccccc3)cs2)C12CCCC2 (centres undefined)
    -0.1, -0.934, 2.0, -5.5, 0.3, 1631, 0.6, 2.3, -29.5, /, 3.6
9. O=C(/C=C/Nc1ccc(F)cc1Br)c1ccccc1
    0.9, 0.872, -11.5, -5.8, -4.4, 1403, -2.5, 4.4, 6.1, -10.1, 0.3
10. O=C(NCC1COc2ccccc2O1)C1CCCN(S(=O)(=O)c2cccc3nsnc23)C1 (centres undefined)
    -0.8, -2.46*, 2.2, 5.8, -1.5, 1839, 13.6, 0.9, 1.4, -24.6, 12.7
11. COc1ccc(NC(=S)NNC(=O)C(C)n2nc(C)c([N+](=O)[O-])c2C)cc1 (centres undefined)
    1.0, 0.572, 2.1, -3.8, 1.2, 1491, 5.5, 2.1, -19.0, /, 5.2
12. N/C(=N\OC(=O)CCCOc1ccccc1)c1cccc([N+](=O)[O-])c1
    -0.5, 0.836, -5.8, -1.5, 0.6, 1522, 1.6, 3.6, 0.7, 2.2, 4.9
13. Cc1cccc(-c2cc3c(N=O)c4ccccc4c-3n[nH]2)c1
    -1.0, 1.08, -0.1, 64.3*, -4.0, 1483, 5.5, 6.5, 10.7, 2.1, -3.3
14. CCOc1ccc(NC(=S)N/N=C(\C)Cc2ccc(OC)cc2)cc1
    -0.4, -0.0751, 2.6, 61.9*, -8.7, 1699, 6.8, 2.3, 1.2, -1.9, 12.6
15. O=C(Nc1nc(-c2ccccn2)cs1)C1CC(=O)N(c2ccc3c(c2)OCCO3)C1 (centres undefined)
    0.6, -0.311, -4.2, 100.1*, 2.7, 1711, -1.1, 1.4, 9.0, 9.6, -0.4
16. CCc1nc2c(c(=O)[nH]1)C1(CCCC1)Cc1ccccc1-2
    0.2, 0.614, -3.7, 0.7, -2.9, 1545, -4.3, 1.3, -4.4, /, -1.0
17. CC(=O)c1cc2c(cc1NC(=O)c1ccc(C)cc1)OCO2
    0.8, /, 5.3, -3.5, -0.9, 1484, 1.3, 4.2, -3.0, -4.6, 3.0
18. CCCCC1NC(=S)N(C2CCCCC2)C1=O (centres undefined)
    0.4, -0.589, 10.6, 37.3, -1.4, 1666, 3.0, -0.9, 8.4, -2.9, 4.2
19. c1ccc2c(-c3[nH]ncc3CNCCCn3ncc4ccccc43)cccc2c1
    -0.8, -1.79*, 2.1, 77.2*, -7.5, 1542, -2.7, 1.4, -32.8, -12.4, 1.0
20. Cc1ccc(S(=O)(=O)NC(=O)NN2CCCCCC2)cc1
    0.2, /, 3.2, -6.3, -7.2, 1511, 4.0, 1.7, -5.8, -19.3, -3.7
21. Cc1ccc(C)c(Cn2c(C(C)O)nc3ccccc32)c1 (centres undefined)
    0.7, -0.224, -0.2, -1.2, -6.0, 1544, 4.1, 0.4, 7.6, -11.7, 5.0
22. CCC(C)NCCOCCOc1ccc(Cl)cc1Br (centres undefined)
    0.1, -0.868, -4.0, 96.1*, -3.3, 1357, -1.9, 1.3, -0.5, -10.4, 0.1
23. O=C(/C=C(/c1ccc(Cl)cc1)n1cncn1)c1ccccc1
    0.2, -0.404, 1.9, 94.4*, 5.6, 1504, -6.9, 1.1, 4.9, 12.3, -6.3
24. CC(=O)Oc1ccc2c(=O)c(-c3nc4ccccc4s3)coc2c1
    -1.5, 0.0968, 9.0, -4.6, -3.0, 1614, -0.5, 0.7, -10.2, -14.2, 0.9
25. COc1ccc(Cc2nnn(CC(=O)O)n2)cc1
    -0.1, 0.432, -6.2, 1.8, -1.4, 1531, -6.7, 1.4, 0.8, 22.3, -2.1
26. Cc1ccc(OCc2n[nH]c(=S)n2-c2ccccc2)cc1C
    -0.3, 0.0524, 7.1, 2.4, 1.0, 1569, -0.2, 1.5, 10.1, -1.5, -2.5
27. CCOc1cccc(Oc2ncccc2C(=O)/C(C#N)=C/N(C)C)c1
    1.7, /, -6.3, -2.2, -4.4, 1461, -20.5, 0.1, -1.2, /, 3.3
28. COc1ccc(NC(=O)C(Sc2nnc(-c3ccncc3)n2-c2ccccc2C)c2ccccc2)cc1Cl (centres undefined)
    0.1, -0.648, -2.3, 99.2*, -5.9, 1521, -1.3, 4.2, 3.9, -16.4, -1.8
29. Cn1c(O)c(C=NCC2CCNCC2)c(=O)n(C)c1=O
    -0.8, 0.281, 7.1, -0.5, -3.9, 1742, -5.2, 1.6, -0.2, /, 13.3
30. CC1(C)NC(=O)N(CCSc2ccc(Cl)cc2)C1=O
    1.1, /, 5.7, -3.8, 1.7, 1513, 1.1, -0.3, -3.9, /, 4.2
31. Cc1cc(-c2ccccc2)nc(Cl)c1C#N
    -0.2, -1.11, 2.7, 70.1*, 0.8, 1480, -3.0, 1.8, 7.2, -10.4, 2.2
32. COc1ccc(CN(Cc2ccncc2)C(=O)CCC(=O)O)cc1
    -0.6, /, -0.6, 8.3, -1.8, 1729, 5.4, 1.2, -2.5, -34.9, 3.6
33. CC1=NN(c2ccccc2)C(=O)/C1=C\c1cn(CCC#N)nc1-c1ccc(Cl)cc1
    0.1, -0.0408, 1.7, 21.3, -6.2, 1766, 0.9, 0.8, -7.2, -4.7, 7.2
34. O=C1CCCN1CN(C(=O)c1ccc2c(c1)OCO2)c1ccc(F)cc1
    -1.2, -0.333, 7.3, 0.3, -1.4, 1549, -4.5, 0.9, 3.5, -12.8, 0.5
35. CCOc1c(OC)cccc1C1CC(=O)Nc2cc3c(cc21)OCCO3 (centres undefined)
    -0.4, /, 2.5, -3.3, 0.3, 1740, 5.2, 0.5, -2.5, -25.9, 8.5
36. CCSc1nnc(NC(=O)C(CC)(C(F)(F)F)C(F)(F)F)s1
    0.1, -0.912, 2.6, 1.8, 0.3, 1473, 9.6, -0.1, 6.8, /, 4.5
37. CCOCCCNC(=O)C1c2ccccc2C(=O)N2CCc3ccccc3C12 (centres undefined)
    3.4, /, 0.0, -5.0, -0.9, 1489, 4.1, 0.2, 0.5, -12.3, 11.5
38. CCOCCCNC(=O)C(c1ccc(C)cc1)N(Cc1cccs1)C(=O)CNC(C)=O (centres undefined)
    0.2, -0.149, -4.1, 4.4, -3.5, 1363, -1.8, -1.1, /, 13.4, -8.1
39. COc1cccc(C(=O)N2CCOCC2)c1OC
    -0.5, /, -3.6, -5.5, 0.7, 1465, 1.3, -0.6, 1.2, -12.9, -7.4
40. CCNc1ccc(P(=O)(c2ccccc2)c2ccccc2)cc1
    0.4, 0.00904, 1.8, 6.7, -11.7, 1427, 1.1, 1.4, -1.7, -5.9, -3.0
41. C=CCN1CC(O)=C(c2nc3ccccc3[nH]2)C1=N
    -0.3, 0.19, -4.0, -0.1, 1.4, 1638, 4.7, 0.1, -65.6, -24.5, -7.6
42. Cc1ccc(SCc2nc(-c3ccncc3)no2)cc1
    0.9, /, 0.1, 4.4, -5.1, 1537, 3.8, 0.1, 3.2, 1.5, -2.2
43. Cc1ccc(S(=O)(=O)N2c3ccc(S(N)(=O)=O)cc3CC2C)cc1 (centres undefined)
    -0.1, 0.288, -1.0, 0.5, -2.1, 1258, 1.8, 1.2, 41.5, -3.9, 4.8
44. COc1ccc(-c2ccc(=O)n(CC(=O)N3CCN(c4ccccc4OC)CC3)n2)cc1
    -1.5, /, -5.4, 92.3*, /, 1606, -0.1, /, /, -6.8, -4.5
45. CC(=O)N1CCN(C(=O)CCc2nc3ccccc3c(=O)[nH]2)CC1
    0.1, -0.774, -9.1, -0.5, 3.6, 1469, 2.9, 0.1, 8.1, /, 0.7
46. Cc1cc(C)n2nc(Cc3ccccc3)nc2n1
    1.4, /, -4.7, -1.5, -2.8, 1577, -0.3, 0.2, 10.7, 0.6, 8.2
